Screening results as filed in PubChem.
NFkB transloc inh – blocks IL-1B driven NFkB nuclear translocation in HUVEC cells | HUVEC IL-1B NFkB p65 nuclear translocation imaging | inhibition, % at 2 µM | 94,000 compounds, 0.43% hits | AID 796;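 active means inhibition above about 30% together with a positive call from visual inspection of the well image, limit read from the data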;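 further: nuclear over cytoplasmic p65 intensity ratio measured by imaging; 0% = IL-1B stimulated DMSO wells and 100% = unstimulated DMSO wells; values of inactives mirror those of a sister screen read the other way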
MRP resist rev – MRP-mediated drug resistance reversal. differential viability (reversal), % at 10 µM. H69AR cells + 2 uM doxorubicin, CellTiter-Glo, 72 h. 85,000 compounds, 0.04% hits;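 active means viability drop by adding the cancer drug above about 55%, with treated viability meeting a 40% cutoff, limit read from the data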;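 further: viability without doxorubicin minus viability with 2 µM doxorubicin for each compound; larger differential means the compound sensitizes cells more to doxorubicin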
PLAP inhibitors HTS – PLAP enzyme inhibitors, biochemical, luminescence, HTS (AID 690); purified PLAP, luminescent substrate; higher % means a stronger effect; one-dose inhibition, % at 20 µM; IC50 in µM for titrated hits; 96,000 compounds, 0.08% hits; in the data active means a potency from the dose series; inactive means the rest, 99 in 100 with inhibition below about 30%; further: strong numbers were not always called active
Bcl-B TR3 displacers – displacers of TR3 peptide from Bcl-B, primary screen, selectivity assay for Bfl-1 inhibitor project, biochemical, fluorescence polarization | AID 748 | 96,000 compounds, 0.11% hits | displacement, % at 20 µM, or IC50 in µM where a hit was titrated | FP displacement of FITC-TR3 peptide from Bcl-B; higher % means a stronger effect;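 active means displacement above 50% at 20 µM plus a fluorescence interference ratio under 1.5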;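 further: plate controls were wells without compound for no effect and wells lacking Bcl-B protein for full effect; a part of the inactive calls stands beside numbers as strong as those of hits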
NFkB transloc pot – enhances IL-1B driven NFkB nuclear translocation; 94,000 compounds, 0.3% hits; AID 819; activation, % at 2 µM; HUVEC IL-1B NFkB p65 nuclear translocation imaging;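 active means activation above 40%, about the mean plus 3 SD, also judged a hit on visual image review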;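 further: percent activation is computed from the nuclear over cytoplasmic p65 intensity ratio; values of inactives mirror those of a sister screen read the other way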
MRP resist rev cytotoxicity – recorded beside MRP resist rev, whose call it bears; viability, %; H69AR cells, CellTiter-Glo, 72 h; measured here: cytotoxicity without doxorubicin
MRP resist rev with doxorubicin – recorded beside MRP resist rev, whose call it bears; viability, %; measured here: viability with 2 uM doxorubicin; active compounds read low
NFkB transloc inh cell count 2 µM – recorded beside NFkB transloc inh, whose call it bears; cell count; measured here: cells passing quality filter;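 raw number of nuclei counted in each imaged well without normalization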
NFkB transloc pot cell count 2 µM – second read-out of NFkB transloc pot, no call of its own (marks repeat the call); cell count; measured here: cells passing quality filter
* marks the source's active call; other numbers are inactive results. Only part of the results is shown (hit frequency here may not be typical).

`Cn1c2c(c(=O)n(C)c1=O)C(NS(=O)(=O)c1ccc(Cl)cc1)(C(F)(F)F)C(=O)N2` (configuration not stated) gave NFkB transloc inh -23.6, MRP resist rev 0.0, PLAP inhibitors HTS -2.6%, Bcl-B TR3 displacers -3.0%, NFkB transloc pot 23.6, MRP resist rev cytotoxicity 91.1, MRP resist rev with doxorubicin 91.0, NFkB transloc inh cell count 2 µM 183 and NFkB transloc pot cell count 2 µM 183.
N#CC1(Cc2ccccc2Cl)c2ccccc2C=CN1C(=O)c1ccccc1 (configuration not stated) was read as NFkB transloc inh -11.9, PLAP inhibitors HTS 16.0%, Bcl-B TR3 displacers 1.5%, NFkB transloc pot 11.9, NFkB transloc inh cell count 2 µM 173 and NFkB transloc pot cell count 2 µM 173.
CCCCOC(=O)c1ccc(Nc2ncnc3nc[nH]c23)cc1 was read as MRP resist rev 12.4, PLAP inhibitors HTS -26.1%, Bcl-B TR3 displacers -3.8%, MRP resist rev cytotoxicity 97.4 and MRP resist rev with doxorubicin 85.1.
CCc1nc2c(sc3nc4c(cc32)COC(C)(C)C4)c(=O)n1Cc1ccco1 was read as NFkB transloc inh -19.9, MRP resist rev 10.9, PLAP inhibitors HTS -55.1%, Bcl-B TR3 displacers -0.5%, NFkB transloc pot 19.9, MRP resist rev cytotoxicity 78.7, MRP resist rev with doxorubicin 67.8, NFkB transloc inh cell count 2 µM 102 and NFkB transloc pot cell count 2 µM 102.
Screening CCN(CC)CCCN1CC(O)=C(c2nc3ccccc3s2)C1=N returned NFkB transloc inh -5.7, MRP resist rev -2.9, PLAP inhibitors HTS -120.8%, Bcl-B TR3 displacers 9.2%, NFkB transloc pot 5.7, MRP resist rev cytotoxicity 87.3, MRP resist rev with doxorubicin 90.2, NFkB transloc inh cell count 2 µM 179 and NFkB transloc pot cell count 2 µM 179.
Screening COc1ccc(CNc2ccc3c(c2)nc(C)n3C)cc1 returned NFkB transloc inh -2.9, MRP resist rev -13.3, PLAP inhibitors HTS -2.3%, Bcl-B TR3 displacers 10.1%, NFkB transloc pot 2.9, MRP resist rev cytotoxicity 98.2, MRP resist rev with doxorubicin 111.5, NFkB transloc inh cell count 2 µM 128 and NFkB transloc pot cell count 2 µM 128.
Screening CCOC(=O)N1CCN(c2c(NCCN3CCN(Cc4ccccc4)CC3)c(=O)c2=O)CC1 returned NFkB transloc inh 3.0, MRP resist rev 0.3, PLAP inhibitors HTS -67.6%, Bcl-B TR3 displacers -5.3%, NFkB transloc pot -3.0, MRP resist rev cytotoxicity 98.0, MRP resist rev with doxorubicin 97.7, NFkB transloc inh cell count 2 µM 138 and NFkB transloc pot cell count 2 µM 138.
Clc1ccc(-c2nnc3sc(-c4ccc(Br)o4)nn23)c(Cl)c1 was read as NFkB transloc inh -25.5, PLAP inhibitors HTS -1.3%, Bcl-B TR3 displacers -9.3%, NFkB transloc pot 25.5, NFkB transloc inh cell count 2 µM 172 and NFkB transloc pot cell count 2 µM 172.
CC(=O)N1CCN(S(=O)(=O)c2cccc(C(=O)Nc3nc4ccccc4[nH]3)c2)CC1 was read as NFkB transloc inh -2.9, MRP resist rev -12.4, PLAP inhibitors HTS -69.0%, Bcl-B TR3 displacers -7.7%, NFkB transloc pot 2.9, MRP resist rev cytotoxicity 69.9, MRP resist rev with doxorubicin 82.3, NFkB transloc inh cell count 2 µM 83 and NFkB transloc pot cell count 2 µM 83.
For O=c1oc(-c2ccccc2Cl)nc2ccsc12 the results were NFkB transloc inh 1.8, MRP resist rev -22.4, PLAP inhibitors HTS 16.3%, Bcl-B TR3 displacers 6.5%, NFkB transloc pot -5.3, MRP resist rev cytotoxicity 44.9, MRP resist rev with doxorubicin 67.3, NFkB transloc inh cell count 2 µM 121 and NFkB transloc pot cell count 2 µM 70.
CCOC(=O)CC(C#N)c1cn(C)c2ccccc12 (configuration not stated) was read as NFkB transloc inh -6.5, MRP resist rev 8.0, PLAP inhibitors HTS -27.9%, Bcl-B TR3 displacers -8.4%, NFkB transloc pot 6.5, MRP resist rev cytotoxicity 99.5, MRP resist rev with doxorubicin 91.5, NFkB transloc inh cell count 2 µM 184 and NFkB transloc pot cell count 2 µM 184.
For Oc1ccc2ccccc2c1/C=N/c1nc2c(s1)CCCC2 the results were NFkB transloc inh -0.3, PLAP inhibitors HTS -20.0%, Bcl-B TR3 displacers 81.5%, NFkB transloc pot 0.3, NFkB transloc inh cell count 2 µM 130 and NFkB transloc pot cell count 2 µM 130.
For O=C(c1ccco1)N1CCN(C2CC(=O)N(c3ccccc3)C2=O)CC1 (configuration not stated) the results were NFkB transloc inh 5.9, MRP resist rev 3.5, PLAP inhibitors HTS -6.1%, Bcl-B TR3 displacers 0.6%, NFkB transloc pot -5.9, MRP resist rev cytotoxicity 93.5, MRP resist rev with doxorubicin 90.0, NFkB transloc inh cell count 2 µM 174 and NFkB transloc pot cell count 2 µM 174.
For CCOC(=O)c1[nH]c(CSc2nnnn2-c2ccccc2C)c(C(=O)OCC)c1C the results were MRP resist rev 4.3, PLAP inhibitors HTS -24.8%, Bcl-B TR3 displacers -23.2%, MRP resist rev cytotoxicity 100.2 and MRP resist rev with doxorubicin 95.9.
`N#Cc1c(NCCN)nc(-c2ccccc2)c2c1CCCC2` gave NFkB transloc inh 8.0, MRP resist rev -7.3, PLAP inhibitors HTS -12.0%, Bcl-B TR3 displacers -2.9%, NFkB transloc pot -8.0, MRP resist rev cytotoxicity 6.0, MRP resist rev with doxorubicin 13.3, NFkB transloc inh cell count 2 µM 171 and NFkB transloc pot cell count 2 µM 171.
CN1C(=O)C2(c3ccccc31)N(C)CC(c1ccccn1)C21SC(=S)N(Cc2ccco2)C1=O (configuration not stated) was read as NFkB transloc inh -15.8, MRP resist rev 15.8, PLAP inhibitors HTS 5.5%, Bcl-B TR3 displacers 12.1%, NFkB transloc pot 15.8, MRP resist rev cytotoxicity 78.7, MRP resist rev with doxorubicin 63.0, NFkB transloc inh cell count 2 µM 95 and NFkB transloc pot cell count 2 µM 95.
Screening O=C(CSc1nnc(-c2ccncc2)n1Cc1ccco1)OC1CCCCC1 returned MRP resist rev 3.1, PLAP inhibitors HTS -67.9%, Bcl-B TR3 displacers -4.5%, MRP resist rev cytotoxicity 88.1 and MRP resist rev with doxorubicin 85.0.
For NC(=O)C1(N2CCCCC2)CCN(c2ccc3nnc(-c4ccccc4)n3n2)CC1 the results were NFkB transloc inh -2.6, MRP resist rev 14.5, PLAP inhibitors HTS -41.0%, Bcl-B TR3 displacers -4.0%, NFkB transloc pot 2.6, MRP resist rev cytotoxicity 93.7, MRP resist rev with doxorubicin 79.1, NFkB transloc inh cell count 2 µM 186 and NFkB transloc pot cell count 2 µM 186.
`O=C(Nc1nnc(SCc2ccc(Cl)cc2)s1)C1CCCO1` (configuration not stated) gave NFkB transloc inh -3.9, MRP resist rev 1.2, PLAP inhibitors HTS -28.1%, Bcl-B TR3 displacers -5.1%, NFkB transloc pot 3.9, MRP resist rev cytotoxicity 86.7, MRP resist rev with doxorubicin 85.5, NFkB transloc inh cell count 2 µM 106 and NFkB transloc pot cell count 2 µM 106.
`Clc1ccc(-c2noc(CCCc3ccccc3)n2)cc1` gave NFkB transloc inh -19.9, MRP resist rev -3.6, PLAP inhibitors HTS 25.8%, Bcl-B TR3 displacers 28.1%, NFkB transloc pot 19.9, MRP resist rev cytotoxicity 102.2, MRP resist rev with doxorubicin 105.8, NFkB transloc inh cell count 2 µM 139 and NFkB transloc pot cell count 2 µM 139.

Looked up by compound from the entries so far (2):
Clc1ccc(-c2nnc3sc(-c4ccc(Br)o4)nn23)c(Cl)c1 was read as NFkB transloc inh -25.5, PLAP inhibitors HTS -1.3%, Bcl-B TR3 displacers -9.3%, NFkB transloc pot 25.5, NFkB transloc inh cell count 2 µM 172 and NFkB transloc pot cell count 2 µM 172.
CCCCOC(=O)c1ccc(Nc2ncnc3nc[nH]c23)cc1 was read as MRP resist rev 12.4, PLAP inhibitors HTS -26.1%, Bcl-B TR3 displacers -3.8%, MRP resist rev cytotoxicity 97.4 and MRP resist rev with doxorubicin 85.1.

Continuation:
`CCOC(=O)c1sc(=S)n(Cc2ccccc2)c1N` gave NFkB transloc inh -2.1, MRP resist rev 12.5, PLAP inhibitors HTS 15.8%, Bcl-B TR3 displacers -2.2%, NFkB transloc pot 2.1, MRP resist rev cytotoxicity 91.4, MRP resist rev with doxorubicin 78.9, NFkB transloc inh cell count 2 µM 105 and NFkB transloc pot cell count 2 µM 105.
Screening COc1ccc(OC)c(/C=N/NC(=O)CSc2nnc(C)n2-c2ccccc2)c1 returned NFkB transloc inh 6.9, PLAP inhibitors HTS -8.1%, Bcl-B TR3 displacers -7.1%, NFkB transloc pot -6.9, NFkB transloc inh cell count 2 µM 159 and NFkB transloc pot cell count 2 µM 159.
`COc1cc2[nH]c(=O)n(CCC(=O)N3CCc4ccccc4C3)c(=O)c2cc1OC` gave NFkB transloc inh 4.4, MRP resist rev 17.4, PLAP inhibitors HTS -27.7%, Bcl-B TR3 displacers -5.9%, NFkB transloc pot -4.4, MRP resist rev cytotoxicity 93.8, MRP resist rev with doxorubicin 76.4, NFkB transloc inh cell count 2 µM 157 and NFkB transloc pot cell count 2 µM 157.
`c1ccc(-n2ncc3c(NCCN4CCCCC4)ncnc32)cc1` gave NFkB transloc inh 7.1, MRP resist rev 7.7, PLAP inhibitors HTS -72.0%, Bcl-B TR3 displacers 13.1%, NFkB transloc pot -7.1, MRP resist rev cytotoxicity 97.6, MRP resist rev with doxorubicin 89.8, NFkB transloc inh cell count 2 µM 113 and NFkB transloc pot cell count 2 µM 113.
`Cc1c(/C=C(\C#N)c2nn(-c3ccccc3)c(N)c2C#N)c2ccccc2n1Cc1ccc(F)cc1` gave NFkB transloc inh 7.3, MRP resist rev -4.0, PLAP inhibitors HTS -10.0%, Bcl-B TR3 displacers -58.8%, NFkB transloc pot -7.3, MRP resist rev cytotoxicity 9.6, MRP resist rev with doxorubicin 13.6, NFkB transloc inh cell count 2 µM 203 and NFkB transloc pot cell count 2 µM 203.
For COc1cc(NC(=O)c2cc(C(C)C)on2)c(OC)cc1Cl the results were NFkB transloc inh -3.3, MRP resist rev -18.9, PLAP inhibitors HTS -50.3%, Bcl-B TR3 displacers -5.4%, NFkB transloc pot 3.2, MRP resist rev cytotoxicity 55.6, MRP resist rev with doxorubicin 74.6, NFkB transloc inh cell count 2 µM 195 and NFkB transloc pot cell count 2 µM 195.
`CC(=O)Nc1cc2c(cc1C(C)=O)OCCO2` gave NFkB transloc inh -4.3, MRP resist rev -1.0, PLAP inhibitors HTS 0.2%, Bcl-B TR3 displacers -8.9%, NFkB transloc pot 4.3, MRP resist rev cytotoxicity 95.9, MRP resist rev with doxorubicin 96.9, NFkB transloc inh cell count 2 µM 110 and NFkB transloc pot cell count 2 µM 110.
CCC1=[N+](C)CCn2c(C)ccc21 was read as MRP resist rev -10.6, PLAP inhibitors HTS -1.6%, MRP resist rev cytotoxicity 89.5 and MRP resist rev with doxorubicin 100.1.
COCCCNC(=O)C1CCN(S(=O)(=O)c2c(C)noc2/C=C\c2ccc(OC)cc2)CC1 was read as NFkB transloc inh 5.9, PLAP inhibitors HTS -36.1%, Bcl-B TR3 displacers -8.3%, NFkB transloc pot -5.9, NFkB transloc inh cell count 2 µM 140 and NFkB transloc pot cell count 2 µM 140.
Screening Cc1cccc(NS(=O)(=O)c2cc(C(=O)N3CCc4ccccc4C3)ccc2Cl)c1C returned NFkB transloc inh 2.3, PLAP inhibitors HTS -38.1%, Bcl-B TR3 displacers -0.4%, NFkB transloc pot -2.3, NFkB transloc inh cell count 2 µM 126 and NFkB transloc pot cell count 2 µM 126.
Screening Cc1onc(-c2ccccc2Cl)c1C(=O)N1CCN(C/C=C/c2ccccc2)CC1 returned MRP resist rev -7.8, PLAP inhibitors HTS -53.5%, Bcl-B TR3 displacers -7.6%, MRP resist rev cytotoxicity 96.8 and MRP resist rev with doxorubicin 104.6.
Screening Cc1ccc(C)c(CN2CCCN(C(=O)Cn3ncc4c3-c3ccccc3OC4)C2)c1 returned NFkB transloc inh 5.4, MRP resist rev -10.4, PLAP inhibitors HTS -53.0%, Bcl-B TR3 displacers -9.6%, NFkB transloc pot -5.4, MRP resist rev cytotoxicity 55.3, MRP resist rev with doxorubicin 65.7, NFkB transloc inh cell count 2 µM 173 and NFkB transloc pot cell count 2 µM 173.
